SIAH1 antagonists: Siah-1 peptide-binding antagonists, primary screen, biochemical, fluorescence polarization, rhodamine-plectin, uHTS (AID 1817); Siah-1 / rhodamine-plectin peptide fluorescence polarization; higher % means a stronger effect; one-dose displacement, % at 20 µM; IC50 in µM for titrated hits; actives 0.02% (n = 290,000);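 active = displacement of at least 50% at 20 µM, with a fluorescence ratio check between 0.3 and a set limit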;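 also: plate controls were Siah plus tracer with DMSO for no effect and tracer alone without Siah for full effect; strong numbers were not always called active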
PhoP inhibition: PhoP-dependent GFP reporter repression – Salmonella Typhimurium, primary screen (AID 1863) | S. Typhimurium PhoP-regulated promoter GFP reporter, 4 h; higher % means a stronger effect | actives 0.16% (n = 300,000) | one-dose inhibition, % at 50 µM; IC50 in µM for titrated hits;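 active = inhibition over 29.93%, a cutoff 3 SD above the screen mean, later confirmed by dose response; inconclusive = inhibition over 29.93% but no dose response follow-up; inactive = inhibition at most 29.93% or unconfirmed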;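 also: 0% = low Mg2+ inducing control and 100% = high Mg2+ repressing control; strong numbers were not always called active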
West Nile antiviral: inhibition of WNV-induced cytopathic effect – cell-based, CPE readout (AID 1621); West Nile virus-infected cells, CPE inhibition; higher % means a stronger effect; CPE inhibition, % at 10 µM; hits with a dose series show IC50 in µM; actives 0.02% (n = 290,000); in the data active = a potency from the dose series; inconclusive = CPE inhibition mostly from about 3.7% at the one dose, without a potency; inactive = the rest, 99 in 100 with CPE inhibition below about 2.2%; also: strong numbers were not always called active
Active calls of the source: *; ? = inconclusive.

mol | SIAH1 antagonists | PhoP inhibition | West Nile antiviral
Cc1c(Cl)cccc1NC(=O)C1COc2ccccc2O1 (stereo not given) | 4% | 0% | -0.6%
CC(=O)c1ccc(S(=O)(=O)NCCC(=O)OCC(=O)NCCc2ccccc2)cc1 | -2% | 1% | -0.1%
O=S1(=O)CCO[C@H]2Cc3ccccc3[C@H]2N1Cc1cccc(C(F)(F)F)c1 | 5% | 9% | -1.0%
COc1ccc(N(C(=O)c2snc(C(N)=O)c2N)C(C(=O)NC2CCCC2)c2ccc(OC)c(OC)c2)cc1 (stereo not given) | 0% | 9% | -0.3%
Oc1ccccc1C1=NN(c2ccccc2)C(c2ccccc2)C1 (stereo not given) | 4% | -7% | 0.4%
Cc1ccc(O)c(C(=O)c2cnc3c(c2)c(C)nn3C)c1 | -4% | -1% | -0.1%
COc1ccc(Cl)cc1Nc1nc2ccc(C)cc2n2cnnc12 | 3% | -5% | 1.7%
CN(C)c1ccc(Nc2cc(Cl)ncn2)cc1 | 0% | 0% | -0.5%
COc1ccccc1N1CCN(C(=O)C2CCC(CNS(=O)(=O)c3ccc(NC(C)=O)cc3)CC2)CC1 (stereo not given) | 6% | -4% | 0.0%
COc1ccc(CCN(C)CC(O)COc2ccc(C(C)=O)cc2OC)cc1OC (stereo not given) | 5% | -1% | -0.3%
C/C(=N\NC(=O)C(O)c1ccccc1)c1ccc(Cl)s1 (stereo not given) | 4% | 2% | -1.8%
Cc1ccccc1NS(=O)(=O)c1ccc(OCC(=O)NCC2CCCO2)cc1 (stereo not given) | -3% | -7% | -0.9%
CCOC(=O)C1(Cc2cccc(Cl)c2)CCCN(C(=O)CCN2CCCC2=O)C1 (stereo not given) | 6% | 9% | -0.8%
CCc1ccc2oc(C(=O)Nc3nonc3CC)c(C)c2c1 | 0% | -4% | 1.5%
COc1cc(C(=O)N/N=C/c2coc3ccccc3c2=O)cc(OC)c1OC | 3% | 7% | -0.1%
Cc1[nH]c2ccccc2c1-c1nc(N)sc1C | 4% | 10% | -0.6%
O=c1c2c([N+](=O)[O-])cc([N+](=O)[O-])cc2sn1Cc1ccccc1 | 0% | 6% | -2.8%
Cc1ccc(S(=O)(=O)N2CCOCC2)cc1C(=O)NC1CCCC1 | -8% | 5% | -0.3%
Cc1ccc(S(=O)(=O)N2CCCC(C(=O)N3CCN(C)CC3)C2)cc1 (stereo not given) | 0% | 0% | -0.4%
COc1ccc2[nH]c(C(=O)O)c(NS(=O)(=O)c3ccc(F)cc3)c2c1 | 5% | -1% | 0.8%

The last 5 entries of the part above open the next one:
mol | SIAH1 antagonists | PhoP inhibition | West Nile antiviral
Cc1[nH]c2ccccc2c1-c1nc(N)sc1C | 4% | 10% | -0.6%
O=c1c2c([N+](=O)[O-])cc([N+](=O)[O-])cc2sn1Cc1ccccc1 | 0% | 6% | -2.8%
Cc1ccc(S(=O)(=O)N2CCOCC2)cc1C(=O)NC1CCCC1 | -8% | 5% | -0.3%
Cc1ccc(S(=O)(=O)N2CCCC(C(=O)N3CCN(C)CC3)C2)cc1 (stereo not given) | 0% | 0% | -0.4%
COc1ccc2[nH]c(C(=O)O)c(NS(=O)(=O)c3ccc(F)cc3)c2c1 | 5% | -1% | 0.8%
Cn1c(O)c(/C=N/NC(=O)c2cc3ccccc3cc2O)c2ccccc21 | -3% | -9% | -1.1%
O=C(NCC1CC1)Nc1ccccc1F | 3% | -4% | -0.1%
Cc1oc(-c2ccc(Cl)cc2)nc1CN1CCC(C(=O)NCCCN2CCCC(C)C2)CC1 (stereo not given) | 1% | -7% | ?
CN(CC(=O)NC1CCCCCC1)S(=O)(=O)c1ccc(F)cc1 | 0% | 2% | -0.6%
CCc1ccccc1NC(=S)N1CCCCCC1 | 11% | 0% | -0.6%
Cc1ccc(/C=C/C(=O)NCCc2cccc(Cl)c2)o1 | -10% | 5% | -1.4%
Cn1c(SCc2ccccc2)nnc1-c1ccc(O)cc1 | 4% | -1% | -0.7%
CCn1c(CC(=O)Nc2ccc(OC)cc2)nnc1SCC(=O)N1CCOCC1 | -1% | -4% | -0.3%
CC(C)N(C)Cc1nnnn1CC(=O)N(C)Cc1ccc(F)cc1 | 22% | 7% | -0.5%
O=C(COc1ccc(Br)cc1)NCCCNC(=O)c1cccnc1 | 7% | -1% | -0.1%
O=C(NCc1ccncc1)C1CCCN1S(=O)(=O)c1ccc(Cl)cc1 (stereo not given) | 4% | -2% | -0.1%
CCc1nnc(NC(=O)c2cccc(S(=O)(=O)N3CCCCC3)c2)s1 | 2% | -7% | 0.1%
O=C(CSc1nncs1)Nc1nnc(-c2ccccc2)o1 | 3% | -6% | 0.0%
O=C(O)c1ccc(NC(=O)c2cccc(NC(=O)c3cccs3)c2)cc1 | 0% | -5% | -0.8%
CC(=O)c1cccc(N(CC(=O)NC2CCCCC2)C(=O)CCC(=O)Nc2nc(C)cs2)c1 | -1% | 2% | -0.8%
Cc1cccc(-n2ncc3c2CCCC3NC(=O)Cc2c(C)noc2C)c1C (stereo not given) | 0% | 5% | -0.5%
Cc1c(CCC(=O)NCCCn2ccnc2)c(=O)oc2cc3occ(C(C)(C)C)c3cc12 | 7% | -1% | -0.2%
COc1cccc(/C=N/NC(=O)CNC(=O)C(c2ccccc2)c2ccccc2)c1O | 4% | 15% | -0.3%
CN(C)C(CNC(=O)c1ccc([N+](=O)[O-])cc1Cl)c1ccco1 (stereo not given) | 8% | 0% | -0.4%
O=S(=O)(NCc1ccc2c(c1)OCO2)c1ccccc1F | -2% | -4% | -0.4%
COc1ccc(CCNC(=O)c2cc3c(=O)n4ccccc4nc3n(Cc3ccco3)c2=N)cc1OC | 34% | -9% | 1.3%
CC(CC(=O)NCCc1ccc(F)cc1)c1ccccc1 (stereo not given) | 10% | 2% | -0.7%
CCc1ccc(NC(=O)Cn2nc(C(=O)O)c3ccccc3c2=O)cc1 | -5% | 12% | 0.0%
CCOC(=O)C1(CCc2ccccc2)CCN(Cc2cc(OC)c(OC)cc2OC)CC1 | 12% | 0% | -1.6%
CSc1ccc(C2Nc3cccc4cccc(c34)N2)cc1 | -6% | -2% | -0.3%
CCCCCc1ccc(-c2cn(Cc3cccc(OC)c3)nn2)cc1 | -2% | 1% | -0.1%
COc1ccc(CCNc2ccc(C(CC(N)=O)NC(=O)c3cc(C)cc(C)c3)cc2[N+](=O)[O-])cc1 (stereo not given) | 11% | 3% | -0.9%
CCC(=O)N/C(=N/c1nc(C)cc(C)n1)Nc1ccc(C)cc1 | 1% | -7% | 1.4%
Cc1ccccc1NC(=O)c1cnn(-c2ccccc2)c1C | -6% | -7% | 0.2%
Fc1cc(Br)ccc1COc1ccc(-c2nnco2)cc1 | 6% | -2% | -0.4%
CC(Cc1ccccc1)NC(=O)CN1C(=O)c2ccccc2S1(=O)=O (stereo not given) | 0% | -2% | -0.3%
O=C(c1cccc(OC2CCN(Cc3cccc(OCCO)c3)CC2)c1)N1CCCC1 | -3% | 0% | -0.6%
COc1ccc(C2/C(=C(/O)c3ccc(C)cc3)C(=O)C(=O)N2C)c(OC)c1 (stereo not given) | -2% | -3% | 1.7%
COc1cc(Cl)c(C)cc1Nc1ncccn1 | 14% | -2% | -0.3%
O=C(OCC(=O)N1CCCC1)c1cccc(Br)c1 | 0% | -7% | 0.0%
CCOc1ccc(CCNC(=O)c2cn(C)c3ccc(S(=O)(=O)N4CCOCC4)cc3c2=O)cc1OCC | 1% | -1% | 0.1%
COc1cc(/C=N/NC(=O)c2ccncc2)ccc1OC(=O)c1cccc(F)c1 | -3% | 6% | -0.1%
COc1ccccc1CN1CC(C(=O)NCc2nccn2C)CCC1=O (stereo not given) | -2% | -7% | -0.3%
Cc1cc(NC(=O)CCC(=O)N(Cc2ccco2)C2(C(=O)NC3CCCC3)CCC(C)CC2)no1 (stereo not given) | -6% | 3% | 0.0%
O=C(NCc1ccco1)c1ccc([N+](=O)[O-])cc1Cl | 9% | 2% | -0.1%
Cc1ccc(-n2ncc3c2CC(C)(C)CC3NC(=O)CN2CCCC2=O)cc1 (stereo not given) | 4% | -2% | -0.8%
O=C(Cn1ncc2c3ccccc3n(Cc3ccccc3)c2c1=O)NCCCN1CCOCC1 | -8% | -28% | -0.1%
Cc1cccc(N2CCN(C(=O)C3CCN(c4ncnc5c4nc4n5CCCCC4)CC3)CC2)c1C | 10% | 4% | 0.9%
CCCCN(C(=O)c1cc(CC)c(C)s1)c1c(N)n(CC(C)C)c(=O)[nH]c1=O | 2% | -7% | -0.2%
O=C(Nc1cc(Cl)ccc1Cl)c1ccco1 | 9% | 6% | -0.5%
COc1ccc(NC(=O)CCCc2ccccc2)cc1OC | -1% | -2% | 0.0%
O=C(Nc1ccc(S(=O)(=O)N2CCCCCC2)cc1)c1[nH]ncc1[N+](=O)[O-] | 2% | 8% | 2.4%
O=C(O)CN1C(=O)c2ccc(Oc3ccc([N+](=O)[O-])cc3)cc2C1=O | -1% | 7% | 0.2%
COc1ccc(OCCN(C)CC(=O)Nc2ccccc2SC)cc1 | -4% | 6% | -1.0%
NS(=O)(=O)c1ccc(NC(=O)CCC(=O)c2ccc(Cl)s2)cc1 | 11% | 5% | -0.2%
O=C(N/N=C/c1cc(Br)cc([N+](=O)[O-])c1O)c1ccc(NC(=O)c2ccc(F)cc2)cc1 | -3% | 10% | -0.7%
CCn1c(CNC(=O)c2cc(OC)c(OC)c(OC)c2)cc2ccccc21 | 1% | -1% | -1.5%
CCN(CCCNC(=O)c1nn(C)c2c1CS(=O)(=O)c1ccccc1-2)Cc1ccccc1 | 7% | -2% | -0.2%
CCOc1ccc(S(=O)(=O)N2CCC(C(=O)N3CCc4ccccc4C3)CC2)cc1 | 11% | -2% | -0.8%
NS(=O)(=O)c1ccc(CNC(=O)CCS(=O)(=O)Cc2ccccc2)cc1 | -4% | -2% | -0.6%
COc1ccc(S(=O)(=O)N2CCOCC2)cc1NC(=O)COc1ccccc1OC | 4% | -2% | 0.0%
Cc1ccc(CN2CCCOCCS2(=O)=O)cc1 | 11% | -12% | -0.4%
COc1ccc(NC(=O)c2cc(-c3ccccn3)nc3c(C)cc(C)cc23)c(C)c1 | -1% | 6% | 0.9%
CN(C)S(=O)(=O)c1ccc(S(=O)(=O)N2CCCC(C(=O)NC3CC3)C2)cc1 (stereo not given) | -2% | -12% | -0.9%

Record cards (already shown).
COc1ccc(S(=O)(=O)N2CCOCC2)cc1NC(=O)COc1ccccc1OC as listed: SIAH1 antagonists = 4%; PhoP inhibition = -2%; West Nile antiviral = 0.0%
O=C(Cn1ncc2c3ccccc3n(Cc3ccccc3)c2c1=O)NCCCN1CCOCC1 as listed: SIAH1 antagonists = -8%; PhoP inhibition = -28%; West Nile antiviral = -0.1%

Some of the compounds tested (hit frequency here may not be typical).
